Runt-SMMHC FRET – blocks binding of human RUNX1 Runt domain to CBFb-SMMHC | Q01196+Q13951 | Cerulean-Runt/Venus-CBFb-SMMHC FRET ratio 530/480, 1 h | inhibition, % at 20 µM | 220,000 compounds, 0.74% hits | AID 1434;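 active = mean inhibition across duplicate retests at 20 µM reaching about 50%, limit read from the data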;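 note: 0% = DMSO wells and 100% = wells with excess untagged CBFb-SMMHC; inhibitors lower the FRET ratio by blocking Runt binding to CBFb-SMMHC; some results filed as inactive read as strong as hits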
FXIa inh 1536 – blocks human coagulation factor XIa protease activity; P03951; 220,000 compounds, 0.14% hits; purified FXIa, Boc-Glu-Ala-Arg-AMC fluorogenic substrate; inhibition, % at 5 µM;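 active = inhibition of at least 40%; inactive = inhibition below 40%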;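 note: fluorescence of freed AMC excited at 355 nm; 0% = enzyme without compound and 100% = no enzyme blank; many of its hits are not listed in these tables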
FXIIa inh 1536 – factor XIIa (human) inhibition | 220,000 compounds, 0.3% hits | P00748 | purified FXIIa, Boc-QGR-AMC fluorogenic substrate, 2 h | inhibition, % at 5 µM; in the data active = inhibition above about 40%;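 note: 0% = enzyme with no compound and 100% = blank without enzyme; many of its hits are not listed in these tables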
Target sequence (P00748 20-372 limits assumed): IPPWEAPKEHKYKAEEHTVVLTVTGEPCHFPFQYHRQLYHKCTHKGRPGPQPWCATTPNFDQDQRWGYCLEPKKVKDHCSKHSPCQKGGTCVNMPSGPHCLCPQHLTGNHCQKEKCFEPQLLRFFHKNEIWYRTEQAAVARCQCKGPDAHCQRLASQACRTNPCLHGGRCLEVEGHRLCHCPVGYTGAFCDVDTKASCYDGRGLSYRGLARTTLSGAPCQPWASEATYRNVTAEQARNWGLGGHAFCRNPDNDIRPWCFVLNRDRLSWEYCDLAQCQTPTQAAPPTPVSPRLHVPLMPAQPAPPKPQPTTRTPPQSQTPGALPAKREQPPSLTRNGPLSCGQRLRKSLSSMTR
Target sequence (P00748 373-615 limits assumed): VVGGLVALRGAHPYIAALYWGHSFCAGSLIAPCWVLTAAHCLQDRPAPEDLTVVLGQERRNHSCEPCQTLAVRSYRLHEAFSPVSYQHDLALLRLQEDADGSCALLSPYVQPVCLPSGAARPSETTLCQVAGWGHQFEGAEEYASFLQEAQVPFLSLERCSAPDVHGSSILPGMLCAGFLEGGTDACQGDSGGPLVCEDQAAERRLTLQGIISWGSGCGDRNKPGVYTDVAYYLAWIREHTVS
thrombin 1536 – inhibitors of human thrombin; 220,000 compounds, 0.26% hits; P00734; inhibition, % at 5 µM; alpha-thrombin, Boc-VPR-AMC fluorogenic substrate cleavage; AID 1046;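 active = inhibition at or above 40%; inactive = inhibition below 40%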;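 note: 0% = enzyme with no compound and 100% = wells without enzyme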
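Material: Human alpha-thrombin protein | Buffer or medium: pH 7.5 Tris-saline with Tween 20 | Reagent: Boc-VPR-AMC substrate, 15 µM final | Schedule: Reaction at ambient temperature | Detection: AMC fluorescence at 355 nm excitation and 460 nm emission | Evaluation: Percent inhibition scaled between no-compound controls and no-enzyme blanks | Controls: no-compound enzyme wells and no-enzyme blanks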
Runt-CBFb FRET – blocks binding of human RUNX1 Runt domain to CBFb; Q01196+Q13951; Cerulean-Runt/Venus-CBFb FRET ratio 530/480, 1 h; inhibition, % at 20 µM; 220,000 compounds, 0.46% hits; AID 1496;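 active = inhibition over about 50% at 20 µM in the single-dose screen, limit read from the data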;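 note: 0% = DMSO wells and 100% = excess unlabeled CBFb competitor control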
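test system = Cerulean-tagged RUNX1 Runt domain (FRET donor) fusion protein | reagent = Venus-CBFb binding partner, 100 nM | incubation = protein complex preformed 1 h, compound exposure 1 h, room temperature, dark | detection = FRET fluorescence | read-out basis = loss of energy transfer signal | controls = 5 µM unlabeled CBFb as full-inhibition high control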
Hck Nef HTS – human Hck-Nef kinase inhibition; Recombinant Hck-YEEI plus Nef, Z-Lyte FRET kinase assay; inhibition, % at 20 µM; 220,000 compounds, 0.68% hits; AID 463187;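 active = Hck-Nef kinase inhibition above about 50%, limit read from the data; inactive = inhibition below that limit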;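 note: 0% = DMSO with Hck plus Nef and 100% = Hck alone without Nef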
hK5 inh – blocks human kallikrein 5 protease activity; recombinant hK5, fluorogenic AMC substrate cleavage; inhibition, % at 5 µM; 210,000 compounds, 0.59% hits; Q9Y337;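 active = inhibition of 40% or more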;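 note: 0% = enzyme controls without compound and 100% = no-enzyme blanks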
14-3-3 Bad inh – disrupts binding of bovine 14-3-3 zeta to phospho-Bad peptide | TR-FRET 14-3-3zeta/Dy647-pBad peptide displacement, 1 h | inhibition, % at 21.7 µM | P63103 | 220,000 compounds, 0.71% hits | AID 781;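 active = inhibition above about 70%, limit read from the data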;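 note: 0% = full 14-3-3 plus peptide FRET controls and 100% = background without 14-3-3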
Target sequence (P63103 whole entry, looked up): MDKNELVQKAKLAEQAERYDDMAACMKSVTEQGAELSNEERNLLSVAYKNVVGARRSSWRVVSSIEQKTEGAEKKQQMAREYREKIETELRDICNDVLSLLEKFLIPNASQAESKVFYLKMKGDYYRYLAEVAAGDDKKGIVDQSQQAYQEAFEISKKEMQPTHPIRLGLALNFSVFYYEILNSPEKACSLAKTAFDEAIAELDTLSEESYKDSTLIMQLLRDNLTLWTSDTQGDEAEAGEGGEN
Wee1 stabilizer – blocks degradation of human Wee1 kinase; reporter increase, % at 5 µM; HeLa Luc-Wee1K328M stability, luciferase luminescence; 100% = proteasome inhibitor MG132 effect; 220,000 compounds, 1.2% hits; AID 1321;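 active = activation above the mean of all tested compounds plus 3 SD, set per screening run, cut at about 8.8% in these data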;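 note: cells exposed to compound for 20 h before luminescence read; 0% = DMSO alone and 100% = MG132 at 30 µM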
* marks the source's active call; other numbers are inactive results; / = no result given; [ ] = another dose, or the depositor's remark.

SMILES	Runt-SMMHC FRET	FXIa inh 1536	FXIIa inh 1536	thrombin 1536	Runt-CBFb FRET	Hck Nef HTS	hK5 inh	14-3-3 Bad inh	Wee1 stabilizer
O=C(NCc1n[nH]c(=S)n1-c1ccc(F)cc1)c1ccc(S(=O)(=O)N2CCOCC2)cc1	11	0	10	0	12	3	/	-6	1
O=C(N/N=C/c1c(-c2ccccc2)[nH]c2ccccc12)c1cccnc1	1	2	11	0	1	9	/	-9	3
Cc1ccc(C(=O)CSc2n[nH]c(C)n2)cc1	2	0	-12	-12	14	0	2	2	0
CN(C)CCNC(=O)c1cc2c(=O)n(C)c3ccccc3c2n1C	4	0	7	26	2	2	7	8[fluorescence artefact?]	-2
O=C(NCCN1CCCC1)c1ccc(Cl)cc1	-1	-4	4	-8	0	38	0	-3	-1
O=C(NN=C1CCCC1)c1[nH]c2ccc(Br)cc2c1-c1ccccc1	-5	10	9	-4	-1	8	0	3	2
Cc1cc(/C=C2\NC(=O)N(Cc3ccc(Cl)cc3)C2=O)c(C)n1C	-3	5	8	2	-4	5	-3	-18	-2
O=C(Cn1cnc2c(nnn2Cc2ccccc2)c1=O)c1ccccc1	1	-2	4	-4	-3	-4	1	5[fluorescence artefact?]	-1
O=C(CSc1ccc(-c2ccco2)nn1)c1ccc(F)cc1	5	2	10	2	8	1	-4	-7	0
COc1ccccc1/C=C1/SC(=O)N(CCC(=O)Nc2ccc(S(=O)(=O)Nc3nccs3)cc2)C1=O	-5	-1	1	-8	-8	5	-14	-2[fluorescence artefact?]	1
O=C(c1ccco1)N1CCN(c2nc(C3CC3)nc3sc4c(c23)CCCC4)CC1	1	4	14	5	-5	1	0	2	4
COc1ccccc1NC(=S)NC(=O)CC(C)C	-8	5	16	0	/	1	-9	-18	4

Some values from the results shown.
`COc1ccccc1/C=C1/SC(=O)N(CCC(=O)Nc2ccc(S(=O)(=O)Nc3nccs3)cc2)C1=O` in FXIa inh 1536 → -1
`COc1ccccc1NC(=S)NC(=O)CC(C)C` in Wee1 stabilizer → 4
`Cc1cc(/C=C2\NC(=O)N(Cc3ccc(Cl)cc3)C2=O)c(C)n1C` in 14-3-3 Bad inh → -18

Additional records.
SMILES	Runt-SMMHC FRET	FXIa inh 1536	FXIIa inh 1536	thrombin 1536	Runt-CBFb FRET	Hck Nef HTS	hK5 inh	14-3-3 Bad inh	Wee1 stabilizer
CCOC(=O)Cc1nnc2c(Nc3ccc(Cl)cc3)nc3nonc3n12	-1	5	2	-1	1	4	3	5	-1
Cn1c(SCc2ccccc2)nnc1-c1ccco1	5	32	37	18	2	15	37	-3	-2
COC(=O)Cc1[nH]n(-c2ccccc2)c(=O)c1C=Nc1ccc(C)cc1	-1	-3	0	-15	0	8	-3	-3	-2
O=C(NCC(=O)N(Cc1ccccc1)C(C(=O)NCC1CCCO1)c1ccccc1)c1cccs1 (stereo not drawn)	4	-4	-3	-8	0	2	2	6	0
COc1ccc(S(=O)(=O)N2CCC(NC(=O)OCc3c(Cl)cccc3Cl)CC2)cc1	2	-11	5	11	-1	0	-12	11	5
COc1ccc(NC(=O)C(c2ccc(C)cc2)N(C)C(=O)CC2NC(=O)NC2=O)cc1 (stereo not drawn)	-4	-2	2	-9	0	1	-27	-25	-2
O=C(Nc1cccc(Cl)c1Cl)c1snnc1-c1ccccc1	-4	1	8	1	-2	-1	-9	12[fluorescence artefact?]	-1
COC(=O)c1cc2nc(-c3ccc(C)cc3)cc(C(F)(F)F)n2n1	/	0	10	0	/	21	3	-1	-1
O=C(NCc1ccncc1)c1c(F)c(F)c(F)c(F)c1F	1	1	11	5	4	0	-5	-7	2
Cc1cc(C)cc(N(CC(=O)Nc2ccccc2-c2ccccc2)S(=O)(=O)c2ccccc2)c1	1	-7	-10	-7	2	8	-9	-9	-2
CCn1c(=O)n(CCc2ccccc2)c(=O)c2c3c(sc21)CCCC3	0	-2	4	-2	-2	-1	-3	-15	2
O=C(NCc1ccco1)C1CCN(S(=O)(=O)c2ccc(-n3cnnn3)cc2)CC1	-3	9	14	1	2	0	5	-4	2
O=C(NN1CCOCC1)c1cc(-c2ccc(Cl)c(Cl)c2)nc2ccccc12	-1	4	8	1	-2	3	-9	3	1
Nc1ccccc1C(=O)Nc1ccc(Cl)cc1Cl	4	-9	-3	-7	0	6	0	-2	1
O=C(CCS(=O)(=O)c1cccs1)Nc1ccc(C(=O)NCc2ccccc2)cc1	1	2	14	3	0	0	-5	9	-1
O=C1c2ccccc2C(=O)N1CSc1nnc(Nc2ccccc2)s1	-7	1	11	-6	1	9	-6	-6	1
Clc1ccc(CSc2ccc(-c3ccccn3)nn2)cc1	2	-5	-2	-9	-4	16	-5	-6	-1
COc1ccccc1NC(=O)c1ccc(NS(=O)(=O)c2cccc3cccnc23)cc1	2	-6	1	-8	1	0	-2	-2	-3
CC1=C(C(=O)OCCOc2ccccc2)C(c2ccc(C)o2)C2=C(CC(C)(C)CC2=O)N1 (stereo not drawn)	3	-2	10	-4	-1	0	-11	9	3
CCOC(=O)C(C)Sc1nc2c(c(=O)[nH]c(=O)n2C)n1C/C=C(/C)Cl (stereo not drawn)	32	-1	14	2	31	2	3	-1	12*
O=C(NNC(=O)c1cc(-c2ccc(Cl)c(Cl)c2)nc2ccccc12)Nc1ccccc1	-2	14	13	2	-3	1	-2	-6	-2
COc1ccc(NC(=O)Cc2c(SC)c3ccccc3n2Cc2ccccc2)cc1	1	-2	0	-9	0	-1	-4	3[fluorescence artefact?]	0
S=C(c1ccc(-c2ccc(Br)cc2)o1)N1CCOCC1	4	5	10	2	18	8	4	4	10*
COC(=O)CCCCNC(=O)Nc1ccccc1	0	-6	3	-2	-3	15	-3	-10	-3
CC(c1ccccc1)C1CC(=O)N(c2cc(Cl)ccn2)C1=O (stereo not drawn)	-1	3	7	1	1	6	3	4	9
CN1CCN(NC(=S)NC2CCCCC2)CC1	-1	10	2	-2	-3	3	-8	-7	1
NC(=O)Cn1nnc(-c2ccc(CN3CCCCC3)cc2)n1	0	-5	-2	-14	0	14	-3	0	0
Cc1cc(C(C)(C)C)oc1C(=O)N(CC(=O)NC1CCCC1)Cc1ccccc1	2	-7	10	-18	-2	2	-19	-6	-2
CCOC(=O)N1CCN(C(=O)CSc2nnc(-c3c[nH]c4ccccc34)n2CCOC)CC1	1	6	20	4	-1	0	-1	-3	0
COc1cc(OC)cc(-c2nnc(SCC(=O)N(Cc3ccccc3)C(C)(C)C)o2)c1	-3	3	11	-11	-4	-1	-24	-13	-2
COC(=O)c1ccc(C(=O)OC)c(NC(=O)CN2CCCCC2)c1	5	-2	8	3	-1	6	1	11	-3
Cc1ccc(NC(=O)CN2CCc3ccccc3C2)cc1S(=O)(=O)N(C)C	0	0	10	2	0	0	-68	2	-5
O=C(CSc1nnc(CNC(=O)c2c(F)cccc2Cl)o1)c1ccccc1	2	-5	10	-4	-2	7	-3	9	1
CC(C)(C)c1nnc(NC(=O)C2c3ccccc3Oc3ccccc32)s1	21	1	4	-2	21	-29	0	19	0
NC(=O)c1ccsc1NC(=O)c1nc(-c2ccccc2)n(-c2ccccc2)n1	1	3	8	44*	0	-3	-37	-16	0
Cn1c(NNC(=O)c2ccc(C(C)(C)C)cc2)cc(=O)n(C)c1=O	77*	-1	8	-4	41	1	-2	-4	-2
Cc1cc(C)c(S(=O)(=O)N(CC(=O)O)CC(=O)O)c(C)c1	-11	15	27	-2	2	0	-6	41[fluorescence artefact?]	1
CN(C)S(=O)(=O)NCCNC(=O)c1cc(OCC(F)(F)F)ccc1OCC(F)(F)F	0	10	7	-11	-1	17	-1	15	3
CCOC(=O)CSc1nc2ccccc2n1CC(=O)N1CCN(c2ccccc2)CC1	-1	-6	7	-6	-2	3	0	2	0
O=S(=O)(Nc1ccc(Cc2ccncc2)cc1)c1ccc(Br)s1	-3	-7	7	-1	-1	0	10	5[fluorescence artefact?]	2
Cc1ccc2cccc(Oc3ncnc4sc(C)c(C)c34)c2n1	1	1	8	21	-1	0	-1	11	0
O=C(NCCCN1CCOCC1)c1ccc(CS(=O)(=O)Cc2ccccc2Cl)o1	-8	2	13	-9	0	2	-21	-9	0
COc1ccc(CNC(=O)C(=O)NCc2cccnc2)cc1	2	-6	0	-5	3	4	-10	0	1
O=C(CCn1c(=O)oc2ccccc21)NCCN1CCc2ccccc2C1	2	-9	-3	-8	0	1	-13	1[fluorescence artefact?]	-2
C/C(=N\NC(=O)c1ccc(N(C)C)cc1)c1ccc(C)c(C)c1	-2	5	13	-14	1	3	-3	4	3
O=C(O)c1ccc(O)c(O)c1	16	8	6	6	26	1	-8	8	-3

Molecules from the list above containing a Cl atom:
SMILES	Runt-SMMHC FRET	FXIa inh 1536	FXIIa inh 1536	thrombin 1536	Runt-CBFb FRET	Hck Nef HTS	hK5 inh	14-3-3 Bad inh	Wee1 stabilizer
O=C(NCCN1CCCC1)c1ccc(Cl)cc1	-1	-4	4	-8	0	38	0	-3	-1
Cc1cc(/C=C2\NC(=O)N(Cc3ccc(Cl)cc3)C2=O)c(C)n1C	-3	5	8	2	-4	5	-3	-18	-2
CCOC(=O)Cc1nnc2c(Nc3ccc(Cl)cc3)nc3nonc3n12	-1	5	2	-1	1	4	3	5	-1
COc1ccc(S(=O)(=O)N2CCC(NC(=O)OCc3c(Cl)cccc3Cl)CC2)cc1	2	-11	5	11	-1	0	-12	11	5
O=C(Nc1cccc(Cl)c1Cl)c1snnc1-c1ccccc1	-4	1	8	1	-2	-1	-9	12[fluorescence artefact?]	-1
O=C(NN1CCOCC1)c1cc(-c2ccc(Cl)c(Cl)c2)nc2ccccc12	-1	4	8	1	-2	3	-9	3	1
Nc1ccccc1C(=O)Nc1ccc(Cl)cc1Cl	4	-9	-3	-7	0	6	0	-2	1
Clc1ccc(CSc2ccc(-c3ccccn3)nn2)cc1	2	-5	-2	-9	-4	16	-5	-6	-1
CCOC(=O)C(C)Sc1nc2c(c(=O)[nH]c(=O)n2C)n1C/C=C(/C)Cl (stereo not drawn)	32	-1	14	2	31	2	3	-1	12*
O=C(NNC(=O)c1cc(-c2ccc(Cl)c(Cl)c2)nc2ccccc12)Nc1ccccc1	-2	14	13	2	-3	1	-2	-6	-2
CC(c1ccccc1)C1CC(=O)N(c2cc(Cl)ccn2)C1=O (stereo not drawn)	-1	3	7	1	1	6	3	4	9
O=C(CSc1nnc(CNC(=O)c2c(F)cccc2Cl)o1)c1ccccc1	2	-5	10	-4	-2	7	-3	9	1
O=C(NCCCN1CCOCC1)c1ccc(CS(=O)(=O)Cc2ccccc2Cl)o1	-8	2	13	-9	0	2	-21	-9	0
